Screening data from PubChem BioAssay.
HDAC3 inh: blocks human histone deacetylase 3; O15379; recombinant HDAC3, fluorogenic peptide/trypsin coupled, fluorescence; inhibition, % at 8.3 µM; 320,000 compounds, 0.15% hits; in the data active means inhibition above about 26%, passing the limit was not always enough
Target sequence (O15379 whole entry, looked up): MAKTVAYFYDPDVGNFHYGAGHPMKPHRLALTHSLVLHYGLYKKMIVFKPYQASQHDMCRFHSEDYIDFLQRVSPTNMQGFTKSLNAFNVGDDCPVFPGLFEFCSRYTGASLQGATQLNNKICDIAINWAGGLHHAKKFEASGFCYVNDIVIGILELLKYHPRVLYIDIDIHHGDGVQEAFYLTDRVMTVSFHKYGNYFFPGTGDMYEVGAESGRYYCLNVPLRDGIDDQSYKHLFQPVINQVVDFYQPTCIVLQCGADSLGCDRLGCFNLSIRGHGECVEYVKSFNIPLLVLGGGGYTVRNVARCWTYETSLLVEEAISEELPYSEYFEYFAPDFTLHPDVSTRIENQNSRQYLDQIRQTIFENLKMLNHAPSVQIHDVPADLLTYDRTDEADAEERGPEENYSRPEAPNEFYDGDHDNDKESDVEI
KCNQ1 inh: blocks the human KCNQ1 potassium channel; P51787; CHO-K1 KCNQ1, FluxOR thallium flux fluorescence; hits give high values; B-score at 10 µM; 310,000 compounds, 1.3% hits;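 active means compounds whose thallium flux B-score, printed positive for inhibition, exceeds three library SD while starting fluorescence stays within three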;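 further: channel opened by potassium depolarization with thallium stimulus after 20 min compound exposure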
TMEM16A act: activators or potentiators of mouse TMEM16A chloride channel; B-score at 10 µM; 340,000 compounds, 0.3% hits; HEK293 TMEM16A/YFP-H148Q/I152L, iodide quench fluorescence; hits give low values; Q8BHY3; AID 623877;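 active means fluorescence-ratio B-score plate-corrected deviation score at least 3 library SD below zero, with starting fluorescence score within 5 deviations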;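 further: channel opened by trigger with iodide after compound preincubation; score built on the fluorescence ratio of max minus min over baseline; more negative score means more quench and so TMEM16A activation or potentiation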
SKKanGAS inh: SKKanGAS growth inhibition | S. pyogenes SKKanGAS, kanamycin growth, BacTiter-Glo, 6 h | inhibition, % at 7.5 µM | 300,000 compounds, 1.3% hits | AID 1662;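 active means mean replicate score, as percent of positive control median, at least 50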;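 further: strain carries kanamycin resistance gene driven by streptokinase promoter and grows in 40 µg/ml kanamycin; loss of luminescence reflects streptokinase promoter inhibition or plain growth inhibition; 0% = median of DMSO wells and 100% = positive control at its reference dose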
KCNK3 inh: human KCNK3 channel inhibition, primary screen. CHO-KCNK3 thallium flux, FluxOR fluorescence; hits give low values. B-score at 10 µM. 340,000 compounds, 0.84% hits. AID 602410;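 active means B-score under library mean minus 4 SD, starting fluorescence ratio at most library mean plus 5 SD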;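 further: more negative B-score means stronger inhibition of thallium flux through KCNK3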
Target sequence (O14649 whole entry, looked up): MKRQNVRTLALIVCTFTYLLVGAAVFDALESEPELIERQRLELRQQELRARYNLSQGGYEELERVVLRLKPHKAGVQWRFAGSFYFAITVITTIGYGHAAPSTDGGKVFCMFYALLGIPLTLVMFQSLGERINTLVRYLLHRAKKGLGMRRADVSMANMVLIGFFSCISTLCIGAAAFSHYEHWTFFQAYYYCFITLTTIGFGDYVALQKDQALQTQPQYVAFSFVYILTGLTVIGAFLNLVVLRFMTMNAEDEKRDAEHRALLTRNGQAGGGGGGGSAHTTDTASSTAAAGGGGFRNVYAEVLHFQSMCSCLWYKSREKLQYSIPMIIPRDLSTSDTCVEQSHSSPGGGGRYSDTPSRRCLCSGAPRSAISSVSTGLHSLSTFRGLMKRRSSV
RGS4 act: RGS4 potentiation or activation. HEK293 M3R/inducible RGS4, carbachol calcium flux Fluo4; hits give low values. B-score at 10 µM. 310,000 compounds, 0.92% hits;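 active means B-score of the integrated calcium signal more than 4 SD below the library mean, with starting fluorescence not abnormally high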;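 further: negative B-score means reduced calcium response which marks RGS4 activation or potentiation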
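Also added: carbachol at ECmax as muscarinic agonist stimulus; Assay system: HEK293 cells with stable M3R and inducible RGS4; Timing: overnight RGS4 induction, 30 min dye load 37 °C, 20 min compound RT; Measured by: Fluo4-AM (2 µM) calcium-flux fluorescence, kinetic read.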
KCNK9 inh: human KCNK9 channel inhibition; Q9NPC2; HEK293 KCNK9, FluxOR thallium flux fluorescence; hits give low values; B-score at 10 µM; 310,000 compounds, 1.2% hits;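 active means ratio B-score over 3 SD below the library mean, with starting fluorescence within 5 SD of its mean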;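 further: negative B-score means less thallium flux so channel inhibition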
RGS4 inh: inhibitors of human RGS4. 310,000 compounds, 0.45% hits. HEK293 M3R/RGS4 inducible, Fluo-4 calcium flux; hits give high values; triggered by carbachol at its EC20. AID 463165. B-score at 10 µM;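 active means B-score, a plate-corrected calcium signal, over three deviations above library mean, with baseline fluorescence within five deviations of library mean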;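 further: RGS4 expression induced by doxycycline in cells with stable M3 receptor; B-score is computed from the integrated fluorescence ratio over baseline after carbachol; higher B-score means a larger calcium signal and so more RGS4 inhibition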
Target sequence (P49798 whole entry, looked up): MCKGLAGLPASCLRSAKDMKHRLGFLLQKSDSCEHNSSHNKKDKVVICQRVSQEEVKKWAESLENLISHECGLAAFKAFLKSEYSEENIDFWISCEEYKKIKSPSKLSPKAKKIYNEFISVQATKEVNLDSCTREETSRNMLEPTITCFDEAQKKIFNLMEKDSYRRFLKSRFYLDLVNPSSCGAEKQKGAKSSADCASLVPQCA
hERG rescue: compounds protecting human hERG from proarrhythmic drug block. Q12809. AID 1511. 310,000 compounds, 0.51% hits. activation (rescue from dofetilide block), less the hit threshold, % at 10 µM. CHO-hERG, FluxOR thallium flux, dofetilide IC70 present;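 active means activation above the mean of controls blocked by dofetilide plus 5 SD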;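 further: thallium influx through hERG after potassium depolarization seen as dye fluorescence rise; in these data hits start at about 4.7%; inactives centre near -7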
KCNQ1 act: human KCNQ1 channel potentiation or activation; P51787; CHO-K1 KCNQ1, thallium flux FluxOR fluorescence; hits give high values; B-score at 10 µM; 310,000 compounds, 0.35% hits; AID 2648;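 active means fluorescence ratio B-score, a plate-corrected score, at least three library SD, with initial intensity B-score within 5 SD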
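assay system = KCNQ1-transfected CHO-K1 cells | medium = assay buffer with matched DMSO | probe or stimulus = depolarizing K+/Tl+ stimulus, K2SO4 and Tl2SO4 each 12.5 mM in 5x stock | dosing = single dose | incubation = dye 90 min, compound 20 min, room temperature | detection = kinetic FluxOR fluorescence, 10 s baseline plus 110 s post-stimulus | evaluation = ratio B score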
TMEM16A inh: blocks the mouse calcium-activated chloride channel TMEM16A. AID 588511. normalized B-score (activity score, 25-100; higher = stronger inhibition) at 10 µM. 310,000 compounds, 1.2% hits. HEK293 TMEM16A/YFP iodide influx fluorescence, ionomycin;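 active means ratio plate-corrected score three or more library SD toward inhibition, starting fluorescence score within five deviations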;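 further: score derived from kinetic fluorescence span divided by baseline fluorescence per well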
Starred values were filed as active, the others as inactive; i = inactive; · = not tested or not shown.

SMILES	HDAC3 inh	KCNQ1 inh	TMEM16A act	SKKanGAS inh	KCNK3 inh	RGS4 act	KCNK9 inh	RGS4 inh	hERG rescue	KCNQ1 act	TMEM16A inh
COc1c(C)cc(C(=O)C2CCCN(C(=O)c3cccc(-n4cccn4)c3)C2)cc1C (stereo not drawn)	3	i	i	-7	i	i	i	i	-17	i	i
CC1Cc2cc(/C(O)=C3/C(=O)C(=O)N(CCCn4ccnc4)C3c3cccnc3)ccc2O1 (stereo not drawn)	8	i	i	6	i	i	i	i	-11	i	i
Cc1ccc(C(=O)c2c3ccc(C(F)(F)F)cc3[n+]([O-])n2CCCC(N)=O)cc1	1	i	i	2	i	i	i	i	-9	i	i
Cc1ccc(NC(=O)CSc2nc(NS(=O)(=O)c3ccc(C)cc3)cc(=O)[nH]2)cc1	1	i	i	0	i	i	i	i	-14	i	i
CCCCN1C(=S)NC[C@@H]1c1ccccc1	-2	i	i	0	i	i	i	i	-6	i	i
CC(C)CN(CC(C)C)S(=O)(=O)N1CCC(C(=O)NCCc2ccc(Cl)cc2)CC1	3	i	i	-1	i	i	i	i	-5	i	i
Cc1cc(C)n(Cc2nc3ccccc3n2C)n1	-7	i	i	3	i	i	i	i	-5	i	i
CCCCCn1c(=O)[nH]c2cc(C(=O)NCc3ccccn3)ccc2c1=O	-2	i	i	-8	i	i	i	i	-13	i	i
CC(C)CNc1cc(Cl)c(S(=O)(=O)NCC(C)C)cc1C(=O)O	9	i	i	-5	i	i	i	i	-11	i	i
Cc1cc(Cl)c(S(=O)(=O)NCc2ccncc2)cc1OCC(N)=O	2	i	i	1	i	i	i	i	1	i	i
Cc1ccc(S(=O)(=O)N(C)CCCC(=O)N2CCN(C=O)CC2)cc1	-2	i	i	5	i	i	i	i	-13	i	i
Cc1onc(-c2c(Cl)cccc2Cl)c1C(=O)N1CCN(c2ncccn2)CC1	-6	i	i	5	i	i	i	i	-13	i	i
COC(=O)C(c1ccccc1)C(C(=O)OC)c1ccccc1 (stereo not drawn)	0	i	i	1	i	i	i	i	-7	i	i
CCC(=O)NC(=S)Nc1cccc(NC(=O)c2ccc(Cl)cc2Cl)c1	3	i	i	18	i	i	i	i	-6	i	i
Cc1cc(C)n(-c2ccc(Cl)c(C(=O)Nc3ccc(OC(F)(F)F)cc3)n2)n1	-8	i	i	-2	i	i	i	i	-15	i	i

Record cards (already shown). Order of screens: HDAC3 inh | KCNQ1 inh | TMEM16A act | SKKanGAS inh | KCNK3 inh | RGS4 act | KCNK9 inh | RGS4 inh | hERG rescue | KCNQ1 act | TMEM16A inh
Record of CC1Cc2cc(/C(O)=C3/C(=O)C(=O)N(CCCn4ccnc4)C3c3cccnc3)ccc2O1 (stereo not drawn) : 8 | i | i | 6 | i | i | i | i | -11 | i | i
Record of CCCCN1C(=S)NC[C@@H]1c1ccccc1 : -2 | i | i | 0 | i | i | i | i | -6 | i | i

Going on with the list:
SMILES	HDAC3 inh	KCNQ1 inh	TMEM16A act	SKKanGAS inh	KCNK3 inh	RGS4 act	KCNK9 inh	RGS4 inh	hERG rescue	KCNQ1 act	TMEM16A inh
Cc1ccc(-n2nc(C)c3c2OC(N)=C(C#N)C3c2ccoc2)cc1 (stereo not drawn)	1	i	i	4	i	i	i	i	-4	i	i
Cc1ccc(C)c(N(Cc2ccccc2F)S(C)(=O)=O)c1	1	i	i	2	i	i	i	i	-9	i	i
CS(=O)(=O)N1CCC(C(=O)NCc2ccc(Cl)cc2Cl)CC1	-3	i	i	1	i	i	i	i	-3	i	i
Cn1c(SCc2ccc([N+](=O)[O-])cc2)nnc1-c1cccnc1	1	i	i	-3	i	i	i	i	-5	i	i
CCOC(=O)COc1c(/C=N\OC)cc(Cl)cc1OC	3	i	i	-12	i	i	i	i	-7	i	i
Cc1ccc(-n2c(C)c(C)c3c(N)ncnc32)cc1	-5	i	i	1	i	i	i	i	-8	i	i
Nc1nnc(SCc2ccc(F)cc2)n1-c1ccccc1	4	i	i	2	i	i	i	i	-4	i	i
O=C(c1ccccc1)N1CCN(Cc2ccccc2)CC1	2	i	i	6	i	i	i	i	-9	i	i
O=C(C1CCCO1)N(Cc1ccccc1)c1ccccc1 (stereo not drawn)	-6	i	i	3	i	i	i	i	-7	i	i
CN(C)S(=O)(=O)c1ccc(S(=O)(=O)N2CCCC(C(=O)NC3CC3)C2)cc1 (stereo not drawn)	2	i	i	2	i	i	i	i	-4	i	i
O=C(c1oc2ccccc2c1N1CCCCC1)N1CCCCC1	0	i	i	-1	i	i	i	i	-5	i	i
CCC(=O)c1ccc(N2CCN(C(=O)c3ccccc3)CC2)c(F)c1	2	i	i	6	i	i	i	i	-4	i	i
CC(C)=CCOc1ccc2ccc(=O)oc2c1	-26	i	i	2	-9.2*	i	-12*	i	-6	i	i
O=C(NCc1ccc(Cl)cc1)c1cc(-c2ccco2)on1	-8	i	i	-2	i	i	i	i	-9	i	i
COc1ccccc1C(=O)Nc1ccnn1C1CCN(C(C)CSC)CC1 (stereo not drawn)	8	i	i	-3	i	i	i	i	-9	i	i
Cc1cccc(NC(=O)c2ccccc2NC(=O)CCC(=O)O)c1	2	i	i	5	i	i	i	i	-4	i	i
COc1ccc(CNC(=O)c2oc3ccc(S(=O)(=O)N4CCOCC4)cc3c2C)cc1	3	i	i	3	i	i	i	i	-5	i	i
Cc1ccccc1OCC(O)CN(Cc1ccccc1O)C1CCCCC1 (stereo not drawn)	9	12*	i	1	i	i	i	i	-15	i	i
Cc1ccccc1OCc1nc2ccccc2[nH]1	1	i	i	7	i	i	i	i	-10	i	i
CC1(C)CC(C(CC(=O)Nc2nccs2)c2ccccc2)CCO1 (stereo not drawn)	5	i	i	7	i	i	i	i	-6	i	i
CCOC(=O)c1c(NC(=O)/C=C/c2ccc(C)o2)sc(C)c1C	-2	i	i	-13	i	i	i	i	-6	i	i
O=C(CCCc1ccccc1)NCc1ccccc1	-3	i	·	2	·	i	i	i	-2	i	i
O=[N+]([O-])c1ccc2nc(NS(=O)(=O)c3ccc(Cl)cc3)sc2c1	6	i	i	18	i	i	i	i	-2	i	i
Cc1cc(=O)oc2c(C)c(OC(C)C(=O)NCC(O)c3ccccc3)ccc12 (stereo not drawn)	4	i	i	5	i	i	i	i	-1	i	i
O=C(Nc1ccccc1Cl)c1ccc2nccnc2c1	7	i	i	-13	i	i	i	i	-4	i	i
CCOC(=O)COc1cnc2ccccc2n1	-2	i	i	7	i	i	i	i	-3	i	i
CCOC(=O)COc1ccc(/C=C/[N+](=O)[O-])c(OCC(=O)OCC)c1	5	i	i	0	i	i	i	11*	-10	i	i
Cc1cccc(NC(=O)CN(CCc2ccccc2)S(C)(=O)=O)c1	-3	i	i	0	i	i	i	i	-5	i	i
O=C(NCc1ccccn1)C1C2C=CC(C2)C1C(=O)Nc1ccc(F)cc1 (stereo not drawn)	2	i	i	4	i	i	i	i	0	i	i
CCCN1C(=O)SC(CC(=O)Nc2ccccc2)C1=O (stereo not drawn)	2	i	i	5	i	i	i	i	8.6*	i	i
CC(C)(CC(=O)N1CCN(c2ccc(Cl)cc2)CC1)CC1=NS(=O)(=O)c2ccccc2N1	-5	i	i	29	i	i	i	i	-25	i	25*
CC(=O)c1ccc(NC(=O)CSc2nnc(-c3ccco3)c(-c3ccco3)n2)cc1	4	i	i	2	i	i	i	i	-9	i	i
Cc1c(NC(=O)C(C)OC(=O)c2ccc([N+](=O)[O-])s2)c(=O)n(-c2ccccc2)n1C (stereo not drawn)	0	i	i	-9	i	i	i	i	-23	i	i
O=C(O)c1cccc(NC(=O)C2C3C=CC(C3)C2C(=O)O)c1 (stereo not drawn)	-2	i	i	-1	i	i	i	i	-5	i	i
C=CCn1c(/N=C/c2ccc(N(C)C)cc2)nc2ccccc21	1	i	i	-10	i	i	i	i	-18	i	i
O=C(N1CCN(Cc2ccccc2)CC1)C12CC3CC(CC(C3)C1)C2	6	i	i	3	i	i	i	i	-14	i	i
Cc1nnc(SCc2ccc([N+](=O)[O-])cc2)o1	11	i	i	3	i	i	i	i	-8	i	i
Cc1nc(CS(=O)(=O)c2ccccc2)cc(Sc2ccc(Cl)cc2)n1	6	i	i	-3	i	i	i	i	-7	i	i
COc1ccc(S(=O)(=O)NCC(c2ccc3c(c2)OCO3)N2CCN(c3ccccc3)CC2)cc1 (stereo not drawn)	0	i	i	-9	i	i	i	i	-11	i	i
COC(=O)c1sc2ccccc2c1NC(=O)c1cccs1	0	i	i	-1	i	i	i	i	-14	i	i
CC1CCN(CC(=O)n2c3c(c4ccccc42)CCCC3)CC1	13	i	i	-4	i	i	i	i	-9	i	i
CC(C)Cc1ccc(CN2CCCC(NC(=O)CCN3CCCCC3=O)C2)cc1 (stereo not drawn)	2	i	i	-4	i	i	i	i	-4	i	i
NC(=O)CC(NC(=O)c1cccc(Br)c1)c1ccc(NCCN2CCOCC2)c([N+](=O)[O-])c1 (stereo not drawn)	·	i	·	-2	·	i	i	i	-6	i	·
CCN(CC(=O)NC1CCS(=O)(=O)C1)S(=O)(=O)c1cccc(C(C)=O)c1 (stereo not drawn)	-2	i	i	2	i	i	i	i	-7	i	i
Cc1cc(N2CCN(C)CC2)nc2ccc(NC(=S)N3CCN(c4ccc(F)cc4)CC3)cc12	·	i	i	-7	i	i	i	i	-13	i	i
N#Cc1ccc(C(=O)N2CCN(c3ncccn3)CC2)cc1	0	i	i	4	i	i	i	i	-8	i	i
O=C1CC(NCC2CCCO2)C(=O)N1c1ccc(Cl)cc1 (stereo not drawn)	-1	i	i	-7	i	i	i	i	-4	i	i
COc1cccc(-c2nc(-c3ccc(C(=O)O)cc3)no2)c1	-4	i	i	16	i	i	i	i	-5	i	i
Cc1cc2occ(CC(=O)NNC(=O)c3ccccc3F)c2cc1C	-3	i	i	15	i	i	i	i	-13	i	i
COC(=O)c1noc(-c2ccc(OC)cc2)n1	-2	i	i	5	i	i	i	i	-3	i	i
Cc1cccc(NC(=O)CSc2nnc(-c3n[nH]c4ccccc34)o2)c1	-8	i	i	-1	i	i	i	i	-7	i	i
Cc1ccnc(NS(=O)(=O)c2ccc(NC(=O)C3CCCNC3=O)cc2)n1 (stereo not drawn)	-1	i	i	-6	i	i	i	i	-2	i	i
